CDK5 inh: inhibitors of human CDK5/p35 kinase, primary screen, biochemical, single concentration; Recombinant CDK5/p35, ADP-Glo luminescence, 60 min; inhibition, % at 10 µM; 330,000 compounds, 0.01% hits; Cyclin-dependent kinase 5 (Homo sapiens) + Cyclin-dependent kinase 5 activator 1 (Homo …; AID 488839, 2010;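 active = highest replicate inhibition of at least 50% and at least 75% of replicates reaching 50%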;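 also: plate controls were DMSO neutral control for no effect and GW8510 at 10 µM for full effect; many of its hits are not listed in these tables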
Tat export inh: E. coli Tat export inhibitors, primary screen, MC4100, TorA-mCherry reporter, fluorescence, single point; inhibition, % at 10 µM; 340,000 compounds, 0.036% hits; AID 488895, 2010;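 active = mean replicate inhibition at least 50% and at least half of replicates individually reaching 50%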;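 also: exported cargo escapes ClpAP degradation while cytoplasmic cargo is degraded and loses fluorescence; 0% = median of neutral control wells and 100% = median of NaSCN control wells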
dFosB activator: activators of delta FosB homodimer, primary screen, biochemical, fluorescence polarization, TAMRA-CDK5 oligo, single point. Protein FosB (Mus musculus), P13346. purified delta FosB; percent of positive-control signal above neutral wells. activation, % at 25 µM. 340,000 compounds, 0.99% hits. AID 493131, 2011;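 active = mean activation above about 17%, with every replicate also reaching it, limit read from the data, passing the limit was not always enough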;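 also: fluorescence polarization rise as delta FosB binds a TAMRA Cdk5 AP-1 oligo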
Target sequence (P13346 whole entry, looked up): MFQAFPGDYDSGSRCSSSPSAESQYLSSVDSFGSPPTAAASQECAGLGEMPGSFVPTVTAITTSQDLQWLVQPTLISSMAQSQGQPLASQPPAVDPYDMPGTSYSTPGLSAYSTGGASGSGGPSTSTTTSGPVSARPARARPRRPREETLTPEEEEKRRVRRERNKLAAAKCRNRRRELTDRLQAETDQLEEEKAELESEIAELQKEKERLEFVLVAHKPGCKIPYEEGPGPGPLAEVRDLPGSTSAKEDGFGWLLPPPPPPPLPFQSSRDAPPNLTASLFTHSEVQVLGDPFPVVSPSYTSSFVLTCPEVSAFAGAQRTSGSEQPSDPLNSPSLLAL
cardiac RTF act: cardiac RTF calcium sensitivity activators, primary screen, biochemical, IANBD-TnC fluorescence, EC20 calcium; IANBD-labeled TnC RTF fluorescence at EC20 calcium; 0% EC20 calcium, 100% full calcium; activation, % at 7.2 µM; 340,000 compounds, 0.24% hits; AID 493008, 2010;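 active = activation above the mean over all tested compounds plus 3 SD, cut at about 30% in these data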;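 also: rise in fluorescence read as greater calcium sensitivity of cardiac thin filaments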
CAL PDZ FP-1: untagged CAL PDZ binding inhibitors, primary screen, biochemical, fluorescence polarization, HTS; Golgi-associated PDZ and coiled-coil motif-containing protein (Homo sapiens), Q9HD26; purified CAL PDZ, TMR-peptide fluorescence polarization, 1 h; inhibition, % at 24.9 µM; 300,000 compounds, 0.92% hits; AID 602252, 2012;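 active = mean inhibition of at least 30% with at least half of replicates also reaching 30%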;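 also: 0% = DMSO neutral control and 100% = excess unlabeled competitor peptide PRC23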
Wnt act: Wnt/beta-catenin pathway activators, primary screen, cell-based, plate reader, single point; Wnt/beta-catenin reporter cell assay, activator; activation, % at 9.35 µM; 300,000 compounds, 1.2% hits; AID 743398, 2014; in the data active = activation above about 30%, passing the limit was not always enough;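 also: 0% = neutral control wells and 100% = positive control wells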
Rtt109 Vps75: inhibitors of C. albicans Rtt109/Vps75 HAT, primary screen, biochemical, ThioGlo CoA-SH fluorescence, plate reader. Histone acetyltransferase RTT109 (Candida albicans (strain SC5314 / ATCC MYA-2876)), …. purified Rtt109/Vps75, 4 h. inhibition, % at 34.9 µM. 330,000 compounds, 0.16% hits. AID 540336, 2011;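 active = inhibition of at least 50% in every replicate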
Target sequence (Q5AAJ8 whole entry, looked up): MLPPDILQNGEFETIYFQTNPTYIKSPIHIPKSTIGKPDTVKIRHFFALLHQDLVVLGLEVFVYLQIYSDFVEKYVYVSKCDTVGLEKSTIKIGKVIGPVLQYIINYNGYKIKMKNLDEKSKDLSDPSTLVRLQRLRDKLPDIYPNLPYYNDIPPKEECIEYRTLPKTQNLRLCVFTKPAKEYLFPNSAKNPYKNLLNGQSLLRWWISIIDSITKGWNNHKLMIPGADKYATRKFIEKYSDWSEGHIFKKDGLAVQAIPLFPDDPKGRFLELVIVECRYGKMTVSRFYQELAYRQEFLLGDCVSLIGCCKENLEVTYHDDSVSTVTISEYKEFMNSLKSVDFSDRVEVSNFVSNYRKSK
CAL PDZ FP-2: CAL PDZ peptide-binding inhibitors, primary screen, biochemical, fluorescence polarization, Cer-tagged CAL PDZ, HTS | Golgi-associated PDZ and coiled-coil motif-containing protein (Homo sapiens), Q9HD26 | purified CAL PDZ, TMR-peptide fluorescence polarization, 1 h | inhibition, % at 20 µM | 330,000 compounds, 0.02% hits | AID 504414, 2011;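 active = highest replicate inhibition of at least 40%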;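 also: plate controls were DMSO neutral control wells for no effect and unlabeled competitor peptide control wells for full effect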
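material = purified tagged CAL PDZ domain construct (CerCALP) | buffer or medium = sodium phosphate/NaCl buffer pH 7.4 with TCEP, IgG, Thesit | reagent = TMR-labelled reporter peptide T*-PRC34 bound in PDZ groove | incubation = 1 h room-temperature incubation prior to read | measured by = fluorescence polarization (mP) | evaluation = percent inhibition from loss of millipolarization | control set = unlabelled peptide and DMSO controls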
V-ATPase pHluor: regulators of yeast V-ATPase proton pumping, primary screen, pHLuorin cytosolic pH fluorescence; S. cerevisiae; response, % at 10 µM; 350,000 compounds, 0.37% hits; in the data active = response mostly above about 7.3%, no sharp cut-off; inactive = mostly below about 5.4%; also: actives read high; inactives centre near 0; some compounds called inactive have numbers as strong as hits
MITF act: activators of MITF-driven TRPM1 promoter reporter, primary screen, cell-based, SK-MEL-5, luciferase, single point; activation, % at 12.5 µM; SK-MEL-5 TRPM1-promoter luciferase, 24 h; % of positive control, neutral wells = 0; 300,000 compounds, 0.75% hits;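 active = mean activation of at least 80% with every replicate also reaching 80%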;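 also: 0% = neutral control wells and 100% = parthenolide positive control wells; values of inactives mirror those of a sister screen read the other way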
Active calls of the source: *; / = no result given.

| entry | smiles | CDK5 inh | Tat export inh | CAL PDZ FP-1 | V-ATPase pHluor | CAL PDZ FP-2 | MITF act | dFosB activator | Wnt act | cardiac RTF act | Rtt109 Vps75 |
| --- | --- | --- | --- | --- | --- | --- | --- | --- | --- | --- | --- |
| 1 | Cc1ccc(C(=O)OC(C)CN2CCN(C)CC2)cc1 (stereo not given) | 2.8 | -13 | 0 | -2 | -1.0 | 18 | -3 | 0 | 1 | / |
| 2 | Cc1cnc([N+](=O)[O-])n1CCOC(=O)NC(=O)c1ccccc1Cl | 0.5 | 3 | 0 | 0 | -0.9 | -5 | 1 | -2 | -1 | 5 |
| 3 | COc1cc(/C=N/NS(=O)(=O)c2ccc(C)c([N+](=O)[O-])c2)cc([N+](=O)[O-])c1O | 1.0 | -1 | -1 | 4 | 0.0 | -4 | 3 | 0 | 3 | 10 |
| 4 | COc1cc(C(Nc2ccccn2)c2c(NC(=O)c3ccco3)sc(C)c2C)cc(OC)c1OC (stereo not given) | -0.7 | -2 | -1 | 1 | -2.1 | 11 | 8 | 24 | 0 | 3 |
| 5 | Cn1c(O)c(/C=N/NC(=O)c2cc3ccccc3cc2O)c2ccccc21 | 1.2 | 4 | -9 | 2 | -2.8 | / | 3 | 8 | 40* | -7 |
| 6 | CC(C)CCC(CC(C)O)C(=O)NNC(=S)Nc1ccccc1 (stereo not given) | -0.7 | 4 | 0 | 0 | -0.4 | -1 | -2 | 2 | 2 | 0 |
| 7 | O=C1NC(c2ccc3c(c2)OCO3)Nc2ccccc21 (stereo not given) | 0.3 | -6 | -2 | 1 | 0.2 | / | 4 | 2 | 0 | -4 |
| 8 | COC(=O)[C@H]1[C@H](C(=O)OC)[C@@H](C(=O)OC)N(c2ccc(OC)cc2)[C@@H]1C(=O)OC | -1.0 | -7 | -7 | 2 | -0.9 | -11 | -3 | -3 | -1 | -3 |
| 9 | Cc1cccc(/C=N/n2c(C)nc3ccccc3c2=O)c1 | 0.3 | 10 | -6 | 3 | -4.3 | 5 | -20 | 3 | 3 | 1 |
| 10 | COc1cc(OC)cc(C(=O)NCCCCc2ccccc2)c1 | 1.1 | -3 | -1 | 4 | -2.2 | -1 | -6 | 1 | -4 | -2 |
| 11 | Cc1ccc(/C(N)=N/OC(=O)COc2ccccc2Cl)cc1 | -0.3 | -1 | 3 | -1 | 1.4 | 33 | 4 | / | -4 | -7 |
| 12 | CN(/C(=N/S(=O)(=O)c1cccs1)c1ccccc1)c1ccc(O)cc1 | -0.4 | -9 | -5 | 8 | -0.1 | -1 | -1 | -1 | -3 | 9 |
| 13 | c1ccc(-c2nnsc2-c2nc3ccccc3[nH]2)cc1 | -1.4 | -8 | 3 | -2 | / | 2 | -3 | -2 | 0 | -12 |
| 14 | COc1cc(C(=O)NNC(=O)c2ccccc2OCc2c(C)noc2C)cc(OC)c1OC | 2.1 | 6 | / | -6 | -1.4 | -12 | -2 | -1 | 5 | -4 |
| 15 | CC(NC(=O)CSc1nnc(-c2cccnc2)n1N)c1ccccc1 (stereo not given) | 0.8 | -10 | 2 | -1 | -0.3 | -1 | -2 | 1 | 2 | -9 |
| 16 | Cc1ccccc1C(=O)Oc1ccc(-c2csnn2)cc1 | -0.5 | -5 | -2 | 1 | 1.3 | 66 | -8 | 2 | 0 | 0 |
| 17 | O=C(NCC1CC1)Nc1ccccc1F | -1.1 | -3 | -1 | 1 | 0.2 | 20 | 5 | 3 | 6 | -13 |
| 18 | O=C(NC1CCCC1)C(c1ccsc1)N(C(=O)Cc1cccs1)c1cccc(F)c1 (stereo not given) | 0.5 | 2 | -6 | -2 | -1.4 | 5 | -3 | / | -1 | 0 |
| 19 | Cc1ncsc1C(=O)N1N=C2/C(=C/c3ccc(N4CCOCC4)cc3)CCCC2C1c1ccc(N2CCOCC2)cc1 (stereo not given) | -0.4 | -6 | 0 | 5 | 0.6 | -23 | -3 | / | 2 | -6 |
| 20 | COC(=O)/C=C1\SC(=NC(=O)c2cccc([N+](=O)[O-])c2)NC1=O | -1.4 | -1 | 6 | 0 | -2.4 | -1 | -8 | -2 | -6 | -8 |
| 21 | Cc1cccc(C)c1NC(=S)NNc1ncc(C(F)(F)F)cc1Cl | -0.8 | -7 | 0 | 0 | -0.8 | 1 | -5 | / | 9 | 4 |
| 22 | COc1ccc(C(=O)NC(=S)NNC(=O)c2cnccn2)cc1OC | -1.0 | -2 | -9 | -1 | -1.9 | 0 | -1 | / | 6 | -12 |
| 23 | CCOC(=O)C1CCN(c2ccc(C(=O)O)cc2[N+](=O)[O-])CC1 | -0.4 | -3 | 2 | -3 | 0.6 | -9 | -1 | / | 9 | -7 |
| 24 | CC(=O)c1cc(C)c(OCc2cn(CC(=O)c3ccc(O)cc3)nn2)c(C)c1 | 0.1 | 1 | 4 | 1 | -0.1 | -11 | -5 | -1 | -7 | -8 |
| 25 | CC1CC(CCC(=O)NC(=S)Nc2ccc(S(N)(=O)=O)cc2)C(=O)O1 (stereo not given) | -0.6 | -12 | -11 | -3 | -0.3 | 0 | -4 | 0 | 1 | -1 |
| 26 | COCCn1nnnc1C(c1cc2cccc(C)c2[nH]c1=O)N1CCN(c2ccccc2F)CC1 (stereo not given) | 1.7 | 9 | 0 | 3 | -0.6 | -2 | -8 | 0 | 6 | -10 |
| 27 | CCOc1cccc2sc(=NC(=O)CCS(=O)(=O)c3ccc(F)cc3)n(C)c12 | 1.1 | -6 | 2 | -4 | -1.2 | 9 | -6 | 0 | 3 | 5 |
| 28 | CC(=O)c1cc2c(cc1NC(=O)CCc1ccccc1)OCO2 | -0.7 | 2 | -7 | 0 | -3.7 | 12 | -2 | / | 4 | -10 |
| 29 | Cc1cc(NC(=O)c2ccc(S(=O)(=O)N(C)C)cc2)n(-c2ccccn2)n1 | 1.8 | -3 | -4 | -1 | -2.0 | / | -17 | / | 6 | 4 |
| 30 | COc1ccc(CNC(=O)c2ccc3nccnc3c2)cc1 | -0.7 | -1 | -3 | 0 | -2.0 | 5 | 0 | / | 4 | / |
| 31 | COc1ccccc1C(=O)N/C(=C\c1ccc(Br)cc1)C(=O)NCCO | -0.8 | -15 | -1 | 4 | -1.8 | / | -4 | / | 1 | -2 |
| 32 | CC(C)(C)c1ccc(OCCC(=O)Nc2cccc(S(=O)(=O)N3CCCC3)c2)cc1 | 0.7 | 1 | 2 | 2 | -1.2 | -8 | -12 | -10 | -3 | 0 |
| 33 | Cc1ccc(-n2c(=O)[nH]c3c(C(N)=O)nc(C(C)C)nc32)cc1 | 0.1 | 6 | -5 | 4 | -2.5 | -14 | -8 | 3 | -2 | 3 |
| 34 | Cc1ccc(S(=O)(=O)N2CCCC(C(=O)N3CCN(C)CC3)C2)cc1 (stereo not given) | 1.2 | -2 | 0 | 0 | -2.0 | -2 | -4 | 15 | -3 | -6 |
| 35 | Cc1ccc(S(=O)(=O)NCCCCCC(=O)N(C)C)cc1 | -2.4 | 8 | / | 0 | -0.2 | 7 | 2 | / | -1 | -4 |
| 36 | COc1cc(NC(=O)C2CCCN2C(=O)C2CCC(C)CC2)cc(OC)c1OC (stereo not given) | -2.0 | -2 | 0 | -2 | -0.5 | 6 | -2 | -3 | -2 | 3 |

Reformatted with two lines to a compound: entries from further up
Below each compound – CDK5 inh	Tat export inh	CAL PDZ FP-1	V-ATPase pHluor	CAL PDZ FP-2	MITF act	dFosB activator	Wnt act	cardiac RTF act	Rtt109 Vps75
#25 CC1CC(CCC(=O)NC(=S)Nc2ccc(S(N)(=O)=O)cc2)C(=O)O1 (stereo not given)
 : -0.6	-12	-11	-3	-0.3	0	-4	0	1	-1
#36 COc1cc(NC(=O)C2CCCN2C(=O)C2CCC(C)CC2)cc(OC)c1OC (stereo not given)
 : -2.0	-2	0	-2	-0.5	6	-2	-3	-2	3

Whole records from above. Values in the order: CDK5 inh, Tat export inh, CAL PDZ FP-1, V-ATPase pHluor, CAL PDZ FP-2, MITF act, dFosB activator, Wnt act, cardiac RTF act, Rtt109 Vps75
Cc1ccc(S(=O)(=O)N2CCCC(C(=O)N3CCN(C)CC3)C2)cc1 (stereo not given) reads 1.2, -2, 0, 0, -2.0, -2, -4, 15, -3, -6
CC(=O)c1cc2c(cc1NC(=O)CCc1ccccc1)OCO2 reads -0.7, 2, -7, 0, -3.7, 12, -2, /, 4, -10
CCOc1cccc2sc(=NC(=O)CCS(=O)(=O)c3ccc(F)cc3)n(C)c12 reads 1.1, -6, 2, -4, -1.2, 9, -6, 0, 3, 5
COc1cc(NC(=O)C2CCCN2C(=O)C2CCC(C)CC2)cc(OC)c1OC (stereo not given) reads -2.0, -2, 0, -2, -0.5, 6, -2, -3, -2, 3
COc1ccccc1C(=O)N/C(=C\c1ccc(Br)cc1)C(=O)NCCO reads -0.8, -15, -1, 4, -1.8, /, -4, /, 1, -2

Later entries:
| entry | smiles | CDK5 inh | Tat export inh | CAL PDZ FP-1 | V-ATPase pHluor | CAL PDZ FP-2 | MITF act | dFosB activator | Wnt act | cardiac RTF act | Rtt109 Vps75 |
| --- | --- | --- | --- | --- | --- | --- | --- | --- | --- | --- | --- |
| 37 | Cc1cc(C)c(C(=O)N2CCCC(CNS(=O)(=O)c3cccs3)C2)o1 (stereo not given) | 0.3 | 1 | -3 | 1 | -3.0 | 2 | 1 | -1 | -3 | -3 |
| 38 | C=CCNC(=O)c1onc(CSc2ccc(F)cc2)c1C(=O)NCCOC | -0.2 | -9 | -1 | 1 | 0.3 | -3 | 1 | -2 | 3 | -4 |
| 39 | CN1C(=O)c2ccc(NC(=O)CSc3ccccc3)cc2C1=O | 1.4 | 1 | -2 | 0 | -3.3 | 5 | -1 | 2 | -4 | 4 |
| 40 | CCOC(=O)c1cc2c(C(F)(F)F)cc(-c3cccnc3)nc2o1 | -1.0 | 2 | -3 | 4 | 0.0 | -11 | 2 | / | 5 | 1 |
| 41 | COC(CNC(=O)c1ccc2c(c1)ncn2-c1ccc(C)cc1C)OC | 1.0 | -1 | 1 | 2 | -0.7 | 7 | 0 | -3 | 0 | 3 |

Rows are unselected. About 4.1% of those tested had a hit in this group.
